High-throughput results (PubChem BioAssay)
ELG1 DNA repair – inhibitors of ELG1-dependent DNA repair in HEK293T cells. AID 504467. Potency, µM (series often up to 46.1 µM), for the others: at the top dose activity change, negative = inhibition, hits mostly inhibitors. HEK293T ELG1-luciferase reporter, luminescence, 16 h; DNA damage induced by 5-fluorouridine. 330,000 compounds, 2.3% hits; also: potency is read from the fitted curve at half-maximal effect; % is scaled to controls: 0 for no effect and ±100 for the full control effect; nearly all actives have a fitted effect of over 55% in size
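Reporter activity after DNA damage by 5-fluorouridine is monitored. Compound-treated cells incubate 16 hr at 37 °C, then ONE-Glo is added for 30 min before luminescence reading.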
Tb PFK block – blocks T. brucei phosphofructokinase; O15648; T. brucei PFK, ADP-Glo luminescence; Potency, µM (series often up to 57.5 µM), inactives show at the top dose activity, negative = inhibition, hits mostly inhibitors; 330,000 compounds, 0.17% hits;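 also: potency is read from the fitted curve at half-maximal effect; 0% = uninhibited 1x PFK enzyme wells and -100% = no-enzyme wells; nearly all actives have a fitted effect of over 60% in size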
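Activity is normalized to no-enzyme wells (full inhibition) and 1.25 nM enzyme wells (no inhibition). Reaction: 0.5 mM F6P, 0.1 mM ATP, 45 min RT, ADP-Glo luminescence; concentration-response curves fitted and classed by quality.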
Eya2 phos inh – inhibitors of human Eya2 phosphatase activity; O00167; recombinant Eya2, OMFP fluorescence dephosphorylation (OMFP is methylfluorescein phosphate); Potency, µM (highest dose often 76.9 µM), for inactives: top-dose activity, negative = inhibition, usual class: inhibitors; 330,000 compounds, 0.006% hits; AID 488837; also: potency is read from the fitted curve at half-maximal effect; % is scaled to controls: 0 for no effect and ±100 for the full control effect
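Eya2 protein (added as 0.2 uM solution) was preincubated with compound for 10 min at ambient temperature in 50 mM HEPES pH 7.5, 50 mM NaCl, 5 uM MgCl2, 0.05% BSA, 1 mM DTT. OMFP (added at 50 uM) then reacted 10 min; fluorescence read at 485/525 nm.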
ASM inhibitor – blocks human secretory acid sphingomyelinase; P17405; placental ASM, HMU-PC fluorogenic substrate, 60 min; Potency, µM (series often up to 57.5 µM), without a hit: at the highest dose activity change, negative = inhibition, actives largely listed as inhibitors; 340,000 compounds, 0.006% hits; AID 504937; also: potency is read from the fitted curve at half-maximal effect
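Fluorescence read-out (Ex 386 nm, Em 447 nm) after stopping the reaction at pH 10. Enzyme: ASM from human placenta; substrate HMU-PC0, 9 uM final; 60 min, 37 °C. Compound preincubation 10 min, ambient temperature.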
Mito fusion yeast – inhibitors of mitochondrial division or activators of mitochondrial fusion | S. cerevisiae fusion-defective mutant growth rescue, CellTiterGlo 48 h | AID 485298 | 320,000 compounds, 0.23% hits | Potency, µM (series often up to 46.1 µM), for the others: at the top dose growth rescue (activation), actives largely listed as activators;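 also: potency is read from the fitted curve at half-maximal effect; % of control where 0% means no effect; nearly all actives have a fitted effect of over 45% in size; temperature-sensitive fusion mutants such as fzo1-1 at 37 °C on non-fermentable ethanol glycerol medium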
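Read-out: ATP-based luminescence (CellTiterGlo, 10 min ambient) reporting growth of fusion-defective ts yeast after 48 hours at 37C on glycerol/ethanol YPEG medium in the presence of compound.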
TCR act – T cell receptor activation. 330,000 tested, under 10 active. primary human leukocytes, anti-CD3, IL-2 HTRF, 48 h. Potency, µM (series often up to 9.22 µM), for inactives: top-dose activation of IL-2 secretion, actives largely listed as activators; also: % of control where 0% means no effect
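Human primary leukocytes + a-CD3 beads + cpd, 48 hr; IL-2 in supernatant by HTRF (ex 320nm / em 665nm). No co-stimulatory signal supplied.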
PTAP TSG101 blk – blocks PTAP/TSG101 interaction to inhibit HIV-1 budding; Fluorescence polarization, FITC-PTAP peptide / Tsg101 binding; AID 493005; Potency, µM (titrated, usually from 115 µM), inactives show top-dose activity change, negative = inhibition, hits mostly inhibitors; 340,000 tested, under 10 active; active = well fitted inhibition curve with a large enough effect in the main read-out, with a control signal flat, not every such curve was filed as active; inconclusive = small, poorly fitted or top-dose-only effect, or effect the other way, or a change in a side signal; inactive = no such curve, though single readings can be large or run the other way; also: potency is read from the fitted curve at half-maximal effect; % of control where 0% means no effect
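Fluorescence anisotropy tracks displacement of a FITC-tagged PTAP peptide (50 nM) from the Tsg101 binding domain (10 uM), following a 20 min room-temperature incubation at pH 7.5.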
a7 integrin act – activates integrin-mediated alleviation for muscular dystrophy; alpha7betagal myoblasts, beta-gal FDG fluorescence, 48 h; Potency, µM (series often up to 38.3 µM), for the others: at the top dose activation, hits mostly activators; 350,000 compounds, 0.064% hits;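 also: potency is read from the fitted curve at half-maximal effect; 100% = response of the positive control SU9516; nearly all actives have a fitted effect of over 60% in size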
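Alpha7betagal+/- myoblasts (passage 13) were plated 16-24 hr, then exposed to compounds (1:260 dilution of DMSO stock) for 48 hours at 37C. After MPER lysis, β-galactosidase reporter activity was read as FDG fluorescence (ex 480/em 540) after 30 minutes.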
AT treatment – candidate therapy for ataxia-telangiectasia. […] A-T fibroblasts, KAP-1 phosphorylation AlphaLISA; neocarzinostatin DNA damage 30 min before lysis. AID 485349. Potency, µM (doses to about 57.5 µM), without a hit: top-dose activation, usual class: activators. 320,000 compounds, 0.19% hits; also: potency is read from the fitted curve at half-maximal effect; % of control where 0% means no effect; nearly all actives have a fitted effect of over 45% in size
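ATM-like activity read as KAP-1 phosphorylation via AlphaLISA donor/acceptor antibody pairs after lysis and 6 hr at 25C. Cells were ATM-null patient fibroblasts ([…], hTERT), dosed 60 min, then exposed to the DSB inducer NCS for 30 min.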
TSHR antagonist – human thyrotropin receptor antagonism; activity change, negative = inhibition, % at 11.5 µM; TSHR-expressing cells, TSH-stimulated cAMP HTRF, 2 h; stronger effect = lower value; 330,000 compounds, 0.2% hits;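 active = activity change below a set negative limit, meaning inhibition stronger than a set level, cut at about -70% in these data; inconclusive = activity change between two set negative limits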; also: % is scaled to controls: 0 for no effect and ±100 for the full control effect
Target sequence (P16473 whole entry, looked up): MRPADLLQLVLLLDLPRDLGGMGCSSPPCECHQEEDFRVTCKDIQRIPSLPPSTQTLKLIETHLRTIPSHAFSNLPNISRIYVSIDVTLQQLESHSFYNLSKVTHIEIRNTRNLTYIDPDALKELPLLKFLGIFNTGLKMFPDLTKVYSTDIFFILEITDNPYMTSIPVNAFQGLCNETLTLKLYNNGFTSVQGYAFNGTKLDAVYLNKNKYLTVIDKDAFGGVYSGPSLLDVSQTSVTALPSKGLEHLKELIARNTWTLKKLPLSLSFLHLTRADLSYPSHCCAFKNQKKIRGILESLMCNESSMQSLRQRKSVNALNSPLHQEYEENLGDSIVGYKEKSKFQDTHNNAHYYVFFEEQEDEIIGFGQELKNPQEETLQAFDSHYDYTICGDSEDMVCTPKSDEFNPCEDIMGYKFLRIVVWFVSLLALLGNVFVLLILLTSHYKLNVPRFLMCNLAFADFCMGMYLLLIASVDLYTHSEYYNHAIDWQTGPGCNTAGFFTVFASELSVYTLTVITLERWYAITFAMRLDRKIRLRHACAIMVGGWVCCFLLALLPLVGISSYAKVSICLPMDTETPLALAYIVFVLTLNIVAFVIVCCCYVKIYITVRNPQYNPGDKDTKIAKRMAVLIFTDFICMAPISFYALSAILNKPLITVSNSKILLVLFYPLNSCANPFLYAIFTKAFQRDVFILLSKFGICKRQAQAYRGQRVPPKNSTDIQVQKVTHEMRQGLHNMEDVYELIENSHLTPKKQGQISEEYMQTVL
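Competitive HTRF cAMP read-out (cryptate anti-cAMP antibody, cAMP-d2; 30 min, room temperature) in freshly harvested TSHR cells. Compounds added before TSH at EC80 (4nM final), followed by 2 hours' incubation at 37 deg C.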
Chronic BCR inh – inhibitors of chronic active B-cell receptor signaling. AID 493014. ABC-DLBCL IkBa-CBG/CBR reporter, luminescence ratio, 4 h. 340,000 compounds, 0.05% hits. Potency, µM (doses to about 46.1 µM), for inactives: top-dose ratio change, negative = lower green/red ratio, usual class: inhibitors; active = well fitted inhibition curve with a large enough effect in the signal ratio, with a control signal flat, not every such curve was filed as active; inconclusive = small, poorly fitted or top-dose-only effect, or effect the other way, or a change in a side signal; the % refers to the signal ratio;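 also: potency is read from the fitted curve at half-maximal effect; plate controls were basal doxycycline-induced cells for no effect and cells given 10 µM MG132 for full effect; MG132 reads +100%, hits lower the ratio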
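Compounds up to 46 uM were incubated four hours with TMD8 cells whose green CBG68 luciferase is fused to IkappaBalpha; red CBR luminescence normalised the signal, and concentration-effect curves were fitted to fusion, red and ratio data.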
* hit, by the source's call; ? = inconclusive; . = no result given; [ ] = remark or other dose. Unless noted, calls follow the shape of the dose curve; as a rule, active = well fitted curve in the direction sought with a large enough effect; inconclusive = small, poorly fitted or top-dose-only effect, or another doubt; inactive = no such curve, though single readings can be large; an effect the other way counts as inactive or inconclusive.

SMILES	ELG1 DNA repair	Tb PFK block	Eya2 phos inh	ASM inhibitor	Mito fusion yeast	TCR act	PTAP TSG101 blk	a7 integrin act	AT treatment	TSHR antagonist	Chronic BCR inh
CCC1(c2ccc(Cl)cc2)NC(=O)N(CC(=O)NC2(C#N)CCCCC2)C1=O (stereo not drawn)	-2.9%	-1.6%	2.8%	1.4%	.	-3.5%	-5.2%	-39.5%	2.2%	5.5	3.8%
CCOC(=O)c1cc(C#N)c(N2CCN(c3ccccn3)CC2)nc1-c1ccccc1	?	-2.7%	-3.6%	-0.7%	6.8%	-1.1%	-6.0%	1.1%	2.2%	2.7	0.6%
Cc1nn(C(=O)c2nn(C)cc2[N+](=O)[O-])c(C)c1Cl	10.9%	-0.2%	-1.6%	5.6%	8.7%	-0.3%	-0.4%	5.8%	1.3%	1.8	7.5%
CCCN1C(=O)C(NC(=O)c2ccncc2)(C(F)(F)F)C2=C1CC(C)(C)CC2=O (stereo not drawn)	-4.4%	-5.6%	-4.7%	-0.6%	-1.4%	-0.3%	-3.0%	-8.3%	.	1.4	-11.7%
Cc1nn(C(C)C(=O)N2CCc3ccccc32)c(C)c1[N+](=O)[O-] (stereo not drawn)	-19.9%	0.9%	2.3%	-0.1%	4.8%	2.1%	-7.9%	6.3%	3.9%	-6.6	-0.7%
CCOc1cc(/C=C2/C(=N)N3OC(C)=CC3=NC2=O)ccc1OC(=O)c1ccco1	21.4%	3.9%	-13.0%	2.4%	-1.8%	-3.5%	1.3%	0.0%	-5.5%	-11.5	2.7%
Cc1ccc(S(=O)(=O)Nc2cccc(C(=O)NCc3ccc(S(N)(=O)=O)cc3)c2)cc1	-21.2%	0.4%	1.6%	-0.5%	1.2%	-3.6%	-1.8%	2.7%	-2.9%	-2.3	-7.1%
Cc1c(Cl)cn2c(=O)cc(CN(C)Cc3nc4ccccc4c(=O)[nH]3)nc2c1Cl	-21.9%	1.1%	-3.0%	.	9.2%	.	.	.	-7.0%	-0.2	2.9%
O=C(N/N=C/c1ccc(O)cc1O)C(=O)N/N=C/c1ccc(O)cc1O	-10.7%	-11.3%	6.3%	-4.5%	2.7%	12.4%	-2.2%	-29.8%	-18.9%	2.2	?
Cc1ccc(S(=O)(=O)N(C)C)cc1NC(=S)NC(=O)C12CC3CC(CC(C3)C1)C2	7.7%	-2.4%	-2.8%	-0.5%	-2.0%	3.6%[46.1 µM]	-5.6%	1.7%	-1.2%	-0.7	-5.3%
COc1ccc(-c2nnnn2-c2ccc(F)cc2F)cc1	-5.0%	-1.4%	2.3%	2.3%	-2.3%	3.3%	0.9%	?	5.2%	-0.2	-2.0%
CCS(=O)(=O)N1CCCC(C(=O)NCCN(C)Cc2ccccc2)C1 (stereo not drawn)	4.4%	-0.2%	4.9%	1.0%	-0.9%	5.1%	-2.1%	9.5%	1.9%	-6.7	1.8%
CCN(C(=O)CCS(=O)(=O)c1cc2c(cc1Cl)NC(=O)CO2)c1ccccc1	8.6%	1.1%	14.9%	-0.7%	-4.3%	-2.8%	-1.0%	4.7%	-5.8%	8.6	-9.1%
Cc1ccc2c(c1)c1c3n2CCN(CCC(=O)O)C3CCC1 (stereo not drawn)	-0.7%	-0.5%	-9.4%	1.9%	1.4%	.	2.1%	-12.2%	7.1%	-2.2	0.8%
CN(C)N1C(N)=C(C#N)C(c2ccsc2)C2=C1CC(C)(C)CC2=O (stereo not drawn)	-0.5%	-1.7%	-0.8%	2.2%	-1.6%	-5.4%[46.1 µM]	-0.6%	-16.0%	3.0%	-5.5	3.4%
O=C(CSc1nc(=O)n(CCCN2CCOCC2)c2c1CCCC2)Nc1ccc(Cl)cc1	-29.1%	-6.7%	3.9%	-0.1%	-1.3%	2.2%	0.2%	-5.5%	-0.1%	2.6	-3.1%
COc1ccc(-c2nnn(CC(=O)N(Cc3ccco3)C(C(=O)NCC3CCCO3)c3ccco3)n2)cc1 (stereo not drawn)	-3.2%	-1.6%	4.9%	2.3%	0.2%	-1.4%[46.1 µM]	-0.3%	18.9%	5.4%	4.0	?
COc1ccc(C2/C(=C(\O)c3ccc4c(c3)CC(C)O4)C(=O)C(=O)N2Cc2cccnc2)c(OC)c1 (stereo not drawn)	11.0%	-18.4%	2.6%	.	1.1%	3.4%	-3.4%	4.4%	37.9%	7.0	3.3%
O=C(NCC1CCCCC1)c1cc(S(=O)(=O)N2CCCCC2)ccc1N1CCOCC1	?	-4.8%	-5.7%	5.2%	-1.5%	2.5%	-2.9%	?	-4.9%	-8.9	-6.2%
Cc1ccc(CC(CC(=O)O)C(=O)Nc2ccc(Cl)cc2)cc1 (stereo not drawn)	9.0%	2.7%	-1.7%	-1.0%	-2.1%	2.2%	-13.3%	7.6%	-7.3%	6.1	2.9%
Cc1ccc(C2(C)NC(=O)N(CC(=O)NC3CCCCC3)C2=O)cc1 (stereo not drawn)	2.0%	1.2%	3.7%	4.0%	5.4%	2.3%	-4.0%	2.3%	10.4%	15.8	5.3%
CCc1ccc(C(O)(CNCc2ccccc2)c2ccccc2)cc1 (stereo not drawn)	-6.6%	0.5%	-2.4%	-2.1%	-13.8%	0.7%	-1.3%	-46.0%[inhibitor]	17.0%	7.8	?
CCCNC(=O)c1c(O)c2cccc3c2n(c1=O)CCC3	6.5%	6.4%	15.5%	5.0%	-8.4%	0.4%	-8.3%	0.8%	29.4%	5.3	4.1%
CSc1nc2ccc(NS(=O)(=O)c3ccc(Cl)s3)cc2s1	23.5%	0.8%	36.8%	-14.4%	0.4%	-2.0%	-2.4%	0.1%	3.4%	-25.2	7.5%
O=C(N/N=C/c1ccc(C(=O)O)cc1)C1=NNC(c2ccccc2)(c2ccccc2)C1	-5.2%	0.6%	9.8%	-1.6%	8.5%	5.9%	-4.3%	4.4%	6.3%	-13.9	-7.2%
O=C(CCSc1ccc(Cl)c(Cl)c1)NC12CC3CC(CC(C3)C1)C2	26.9%	-3.3%	?	-6.8%	0.7%	7.7%	-1.3%	22.3%[7.66 µM]	1.5%	-44.7	7.6%
Cc1ccc(CN(C(=O)c2cccs2)C2CCS(=O)(=O)C2)cc1 (stereo not drawn)	0.0%	-1.0%	-2.0%	5.3%	5.1%	7.8%	-5.3%	8.8%	5.6%	-5.9	0.1%
Cc1ccc(S(=O)(=O)NNC(=O)CCC(=O)Nc2ccc(C)cc2C)cc1	-7.9%	-5.4%	-3.9%	2.9%	-1.8%	-8.4%[46.1 µM]	-1.2%	16.5%	-4.2%	-1.6	-1.2%
CCN(C(=O)CSc1ncccn1)C1CCS(=O)(=O)C1 (stereo not drawn)	-3.5%	1.1%	-13.5%	8.6%	-0.9%	1.2%	-1.9%	-41.5%	5.7%	-4.3	1.7%
Cc1c(C(=O)N(Cc2ccccc2)C(C)C)cnn1-c1ccccc1	-3.7%	3.4%	-7.2%	5.1%	-1.6%	-1.2%	-3.6%	?	-17.5%	-6.5	12.3%
Nc1ccc(Nc2nc3ccccc3[nH]2)cc1	-14.1%	-1.9%	-0.2%	7.7%	-1.7%	13.6%	-4.7%	15.2%	-2.5%	-11.7	-0.6%
Cc1ccc(S(=O)(=O)/N=C(/Nc2ccc(F)cc2F)c2ccc(F)cc2)cc1	?	-4.3%	-3.5%	3.0%	0.0%	1.3%	-6.1%	16.0%	-2.8%	-10.1	-2.3%
O=C(CCN1C(=O)C2CC=C(Cl)CC2C1=O)NCc1ccco1 (stereo not drawn)	13.4%	-4.4%	-5.3%	-0.4%	-5.0%	-0.5%	-0.2%	-16.8%	-0.1%	2.1	5.1%
CC1=C(C)CC(C(=O)N2CCN(Cc3ccccc3)CC2)C(C(=O)O)C1 (stereo not drawn)	14.1%	-16.2%	-14.2%	4.9%	-4.0%	2.8%	-5.4%	?	-5.9%	1.3	-0.8%
